# Assay outcomes as filed in PubChem.
# MLL CXXC-DNA inh = blocks binding of human MLL CXXC domain to DNA | Q03164 | Potency, µM (titrated, usually from 115 µM), for the others: at the highest dose activity change, negative = inhibition, usual class: inhibitors | MLL-CXXC / FITC-HOXA9 DNA fluorescence polarization | 290,000 compounds, 0.037% hits | AID 2662; active = well fitted inhibition curve with a large enough effect in the polarisation, with a control signal flat, not every such curve was filed as active; inconclusive = small, poorly fitted or top-dose-only effect, or effect the other way, or a change in a side signal; inactive = no such curve, though single readings can be large or run the other way; the % refers to the polarisation; also: potency is read from the fitted curve at half-maximal effect
#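 Steps: dispense CXXC domain solution (7 uM) → pin compounds or unlabeled HOX-A9 DNA control → 5 min ambient → add FLSN-HOX-A9 solution (50 nM) → spin → 30 min ambient → fluorescence polarization. Tris pH 7.5/NaCl/DTT/BSA buffer.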
# TRPV1 ag = activates the human vanilloid receptor TRPV1; activation, % at 8.33 µM; TRPV1-expressing cells, Fluo-8 calcium influx, agonist mode; 320,000 compounds, 0.19% hits; Q8NER1; AID 540275; in the data active = activation above about 80%; inconclusive = between about 30% and that limit; also: 0% is about no effect
#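 Cells expressing TRPV1 were dye-loaded with Fluo-8 and read kinetically: 10 s baseline, 3 min after compound (agonist portion), then 2 min after EC20 capsaicin (allosteric enhancer portion). Calcium-bound dye fluorescence at 480/520 nm.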
# Giardia kill = Giardia lamblia killing. AID 540267. 340,000 compounds, 0.15% hits. activity change, % at 7.66 µM, hits read low. Giardia lamblia trophozoite viability; in the data active = activity change below about -80%; inconclusive = between about -30% and that limit;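 also: parasites exposed to compound for two days anaerobically before the ATP read; % is scaled to controls: 0 for no effect and ±100 for the full control effect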
#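 Viability, read as ATP luminescence: trophozoites at 100 cells/well, compound added, 48 hrs anaerobic at 37 deg C, then 15-30 min room-temperature development before reading.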
# PKM2 act = activators of human pyruvate kinase M2; P14618; purified PKM2, Kinase-Glo ATP luminescence, activation; response scale: 0% is enzyme alone, no compound; Potency, µM (series often up to 57.5 µM), for the others: at the top dose activation, most hits filed as activators; 260,000 compounds, 0.34% hits; also: potency is read from the fitted curve at half-maximal effect; % is scaled to controls: 0 for no effect and ±100 for the full control effect; nearly all actives have a fitted effect of over 55% in size
#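 hPK-M2, >95% pure; 0.1 mM ADP / 0.5 mM PEP final; imidazole pH7.2 buffer w/ 7 mM MgCl2, 50 mM KCl; 1 h RT; Kinase-Glo lum. Intermediate enzyme activity for dual inhibitor/activator qHTS.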
# USP2a inh = USP2a (human) protease inhibition; 330,000 compounds, 0.01% hits; Potency, µM (series often up to 38.3 µM), without a hit: at the highest dose activity change, negative = inhibition, hits mostly inhibitors; USP2 core, Ub-CHOP2 coupled fluorogenic reporter, 485/531;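 also: potency is read from the fitted curve at half-maximal effect; plate controls were DMSO wells for no effect and full inhibition by NEM control for full effect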
# Target sequence (O75604 whole entry, looked up): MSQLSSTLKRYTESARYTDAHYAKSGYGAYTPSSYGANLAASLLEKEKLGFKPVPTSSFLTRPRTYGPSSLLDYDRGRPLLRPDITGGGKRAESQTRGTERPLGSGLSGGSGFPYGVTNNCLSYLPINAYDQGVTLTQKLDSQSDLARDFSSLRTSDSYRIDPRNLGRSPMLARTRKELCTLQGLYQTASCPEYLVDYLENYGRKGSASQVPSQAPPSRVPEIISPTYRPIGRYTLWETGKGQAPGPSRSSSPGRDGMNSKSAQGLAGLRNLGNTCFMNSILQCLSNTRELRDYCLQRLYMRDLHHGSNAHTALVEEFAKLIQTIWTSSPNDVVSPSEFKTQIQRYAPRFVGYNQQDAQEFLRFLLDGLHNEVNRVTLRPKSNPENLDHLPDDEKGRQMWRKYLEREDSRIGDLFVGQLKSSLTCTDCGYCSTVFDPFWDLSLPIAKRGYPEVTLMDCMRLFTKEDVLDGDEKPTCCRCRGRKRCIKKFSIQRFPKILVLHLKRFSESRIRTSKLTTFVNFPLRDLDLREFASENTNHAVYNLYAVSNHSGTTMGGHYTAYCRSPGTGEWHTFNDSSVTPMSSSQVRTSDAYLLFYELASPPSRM
#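 USP2 core (10nM final) preincubated 30min RT with compound in 20mM Tris-HCl pH 8.0, 2mM CaCl2, 2mM beta-mercaptoethanol, 0.05% CHAPS; 25nM Ub-CHOP2 plus 25nM reporter substrate added, fluorescence (Ex485/Em531) read after 60min.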
# GALK inh = blocks human galactokinase activity; 270,000 compounds, 0.007% hits; P51570; Potency, µM (titrated, usually from 57.5 µM), inactives show at the top dose activity change, negative = inhibition, hits mostly inhibitors; Purified GALK, Kinase-Glo residual ATP luminescence; also: potency is read from the fitted curve at half-maximal effect; % is scaled to controls: 0 for no effect and ±100 for the full control effect
# Target sequence (P51570 whole entry, looked up): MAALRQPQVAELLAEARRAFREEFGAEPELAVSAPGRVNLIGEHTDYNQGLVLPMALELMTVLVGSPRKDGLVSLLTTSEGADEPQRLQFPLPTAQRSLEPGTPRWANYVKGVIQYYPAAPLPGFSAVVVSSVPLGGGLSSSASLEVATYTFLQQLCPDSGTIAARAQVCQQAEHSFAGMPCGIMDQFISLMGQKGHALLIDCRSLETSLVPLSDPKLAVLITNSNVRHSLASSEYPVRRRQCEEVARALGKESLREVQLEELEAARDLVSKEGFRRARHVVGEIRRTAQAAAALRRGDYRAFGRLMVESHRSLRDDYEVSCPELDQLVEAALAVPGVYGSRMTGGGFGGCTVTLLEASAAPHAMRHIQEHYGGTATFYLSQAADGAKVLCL
#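 Luminescence from leftover ATP (Ultra-Glo luciferase/luciferin) served as read-out after a 1 h room-temperature reaction of 5 nM GALK with 35 uM ATP and 100 uM galactose.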
# KCNH2 WT inh = KCNH2 (human, wildtype) channel inhibition | Q12809 | U2OS, BacMam KCNH2, thallium flux FluxOr; active compounds read low | activity change, % at 1.84 µM | 340,000 compounds, 0.37% hits | AID 720551;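 active = maximum activity change below -70%; inconclusive = maximum activity change between -70% and -50%; inactive = maximum activity change above -50%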; also: % is scaled to controls: 0 for no effect and ±100 for the full control effect
#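 U2OS cells were transduced with wild-type KCNH2 virus (2.03 x 10^8 / mL) for 4 h at room temperature, then cultured overnight at 37 C. Thallium flux was read with FluxOr dye. Rate constants were normalized to DMSO controls.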
# Menin-MLL TR inh = inhibitors of human menin-MLL interaction, mutant MLL peptide | O00255 | Menin + Texas Red MLL mutant peptide, fluorescence polarization | Potency, µM (titrated, usually from 61.6 µM), inactives show top-dose FP activity change, negative = inhibition, actives largely listed as inhibitors | 270,000 compounds, 0.23% hits; active = well fitted inhibition curve with a large enough effect in the polarisation, with a control signal flat, not every such curve was filed as active; inconclusive = small, poorly fitted or top-dose-only effect, or effect the other way, or a change in a side signal; inactive = no such curve, though single readings can be large or run the other way; the % refers to the polarisation; also: potency is read from the fitted curve at half-maximal effect; % of control where 0% means no effect; many of its hits are not listed in these tables
# FBPA coupling cs = counter-screen for Giardia aldolase inhibitors: coupling enzyme system | activity change, negative = inhibition, % at 58.2 µM, hits read low | 290,000 compounds, 0.67% hits | coupling enzyme system counterscreen, AmpLite Red fluorescence | AID 2472; in the data active = activity change below about -30%; also: % is scaled to controls: 0 for no effect and ±100 for the full control effect
#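 Counterscreen lacking aldolase: glyceraldehyde-3-phosphate coupling-enzyme reagent preincubated 10 min at RT with compound (at 57.5 uM final), then substrate/coupling system with AmpLite Red added; fluorescence read at 525/598 nm after 20 min RT.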
# KCNH2 3.1 block = KCNH2 3.1 (human) potassium channel inhibition | U2OS KCNH2 3.1, thallium flux FluxOr; active compounds read low | 340,000 compounds, 0.95% hits | activity change, % (tested at about 1.8 µM);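 active = maximum activity change below -70%; inconclusive = maximum activity change from -70% to -50%; inactive = maximum activity change above -50%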;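 also: thallium influx rate constant from kinetic fluorescence after stimulation buffer; % is scaled to controls: 0 for no effect and ±100 for the full control effect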
#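 We transduce U2OS cells with the mutant 3.1 virus, culture them overnight, load FluxOr with Red40 quencher for 45 min, then add stimulation buffer and read kinetically for 2 min to derive a normalized rate constant.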
# B2AR arrestin = beta2AR (human) beta-arrestin recruitment activity; AID 492947; P07550; Potency, µM (series often up to 46.1 µM), for inactives: at the highest dose activation, most hits filed as activators; 330,000 compounds, 0.02% hits; beta-arrestin recruitment to beta2AR, cell-based reporter;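 also: potency is read from the fitted curve at half-maximal effect; 0% = DMSO controls and full agonism = EC100 isoproterenol or metaproterenol; nearly all actives have a fitted effect of over 65% in size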
# Active calls of the source: *; i = inactive; u = inconclusive; x = no result given; [ ] = remark or other dose. Unless noted, calls follow the shape of the dose curve; as a rule, active = well fitted curve in the direction sought with a large enough effect; inconclusive = small, poorly fitted or top-dose-only effect, or another doubt; inactive = no such curve, though single readings can be large; an effect the other way counts as inactive or inconclusive.
compound,MLL CXXC-DNA inh,TRPV1 ag,Giardia kill,PKM2 act,USP2a inh,GALK inh,KCNH2 WT inh,Menin-MLL TR inh,FBPA coupling cs,KCNH2 3.1 block,B2AR arrestin
CC(C)=CCN1CCN(Cc2cnc(N3CCCC3)s2)CC1CCO (stereo not given),-1%,3,-12,-1%,0%,2%,-5,1%,-2,6,-0.1%
COc1ccc(-n2c(O)c(/C=N/Nc3nc(C)cc(C)n3)c3ccccc3c2=O)cc1OC,11%,-1,15,11%,3%,1%,-14,16%,-1,2,0.3%
O=C(CN1C(=O)S/C(=C/c2ccccn2)C1=O)N1CCOCC1,5%,2,19,x,0%,-2%,-4,x,x,1,0.2%
C(=N\N1CCOCC1)/c1ccsc1,10%,2,-29,x,-1%,1%,-11,7%,0,-8,0.1%
COc1ccc(C(=O)COC(=O)c2ccc3c(c2)OCO3)c(OC)c1,x,-4,-8,x,2%,x,-6,x,x,17,-1.0%
CCOC(=O)[C@H]1[C@H]2COc3ccc(Cl)cc3[C@@H]2N2C(=O)c3ccc(Cl)cc3NC(=O)[C@@]12C,x,87*,-23,x,1%,x,1,x,x,u,-0.1%
COc1ccc(S(=O)(=O)Nc2cccc(Cl)c2)cc1OC,-4%,0,13,u,2%,1%,-2,-1%,x,x,-0.7%
CC(=O)Nc1ccc(NC(=O)COC(=O)Cc2c[nH]c3ccccc23)cc1,4%,-1,-1,-2%,3%,1%,0,0%,2,-4,-0.6%
CCc1ccc(-n2cc(-c3ccc([N+](=O)[O-])cc3)[nH]c2=S)cc1,8%,2,3,-2%,0%,1%,u,9%,2,-19,-0.5%
Cc1cc(Cl)ccc1OCC(=O)NN1C(=O)C2C3C=CC(C3)C2C1=O (stereo not given),-6%,0,6,8%,-6%,3%,2,1%,0,-11,0.2%
O=C(Nc1ccc(SC(F)F)cc1)c1ccc2c(=O)n3c(nc2c1)CCC3,x,-1,-16,x,4%,x,0,x,x,-27,0.1%
CCOc1ccc2[nH]c(=O)c(CN(CCO)C(=O)c3ccc(Br)cc3)cc2c1,-7%,3,-24,-12%,1%,0%,-6,-15%,4,-140*,0.3%
O=C(N/N=C/c1ccccn1)c1cccc(NC(=O)c2ccc(Cl)cc2)c1,-8%,u,3,x,-10%,x,-15,u,-3,-15,0.3%
CCCc1cc(-c2n[nH]c(=S)n2CC)cs1,-5%,0,-11,-6%,5%,-1%,-18,-1%,2,-8,0.3%
COC(=O)c1ccccc1S(=O)(=O)N1CCC(C(=O)OCc2cccc(OC)c2OC)CC1,x,-2,1,x,-1%,x,-6,x,x,5,-0.7%
CC1CCCCC1NC(=O)COCc1cc(-c2cccs2)on1 (stereo not given),11%,28,5,x,3%,0%,0,-11%,4,-11,-0.3%
Cc1nc(NC(C)C(=O)O)c2nc(C)oc2n1 (stereo not given),0%,-1,0,2%,-1%,4%,4,-8%,2,2,0.0%
CCN(CC)CCn1c2c(c(SCC(=O)Nc3ccc(C)c(F)c3)nc1=O)CCC2,x,5,-16,x,-2%,x,23,x,x,-6,0.2%
COc1ccccc1NC(=O)c1c(N=Cc2c(O)ccc3ccccc23)cnn1C,6%,8,-6,19%,-3%,4%,-1,x,-40*,20,-0.2%
CCn1c(=O)c([N+](=O)[O-])c(NCC(O)c2ccccc2)c2ccccc21 (stereo not given),3%,-2,-4,0%,0%,-1%,-8,-1%,1,-7,-0.2%
CCCCCCCNC(=O)C1(CC2CC(c3cccc(Br)c3)=NO2)CCN(C(=O)CCCCCBr)CC1 (stereo not given),x,5,9,x,-12%,x,-123*,x,x,-96*,-0.2%
CN(C)c1ccc(C2Nc3ccccc3C(=O)N2NS(=O)(=O)c2ccccc2)cc1 (stereo not given),-2%,2,17,-1%,4%,-2%,1,-3%,2,-5,0.3%
CCN(CC(=O)Nc1ccc2c(c1)OCCO2)C(=O)/C=C/c1ccc([N+](=O)[O-])cc1,x,0,8,x,2%,x,-2,x,x,-23,-2.4%
CNC(=O)CC1C(=O)N(c2ccc(F)cc2)C(=S)N1NC(=O)c1ccc(Br)cc1 (stereo not given),2%,2,6,x,-3%,2%,7,40%[activator],-2,22,6.3%
Cc1ccnn2cc3c(=O)n(C)c(=O)n(C)c3c12,-26%,0,x,-4%,-1%,0%,x,13%,x,x,-0.1%
COCCN1C=C(C(=O)OC)C(c2cc(Br)c(OC)c(OC)c2)C(C(=O)OC)=C1,-2%,u,3,-3%,1%,0%,18,-4%,-3,8,-1.0%
CCCN=C1N(CC)C[C@@H]2[C@@H]3C(=O)N(Cc4ccccc4)C(=O)[C@@H]3[C@](C)(C(=O)OC)N12,x,x,u,x,1%,x,-4,x,x,-32,-0.4%
Cc1nonc1OCCN1CCN(c2ccc([N+](=O)[O-])cc2)CC1,-4%,x,-3,3%,1%,2%,-2,x,1,-45,-0.5%
O=C(COC(=O)c1ccco1)Nc1cccc(Br)c1,1%,4,8,-1%,0%,0%,-8,-10%,-1,-15,-0.3%
CCCCCOc1ccc(/C=C/c2c([N+](=O)[O-])c(=O)n(C)c(=O)n2C)cc1,2%,5,17,x,-1%,-1%,2,-15%,4,-22,-1.7%
Cc1ccc(C(=O)COC(=O)CCC(=O)NC2CCCCC2)cc1[N+](=O)[O-],-1%,0,15,4%,0%,-2%,-11,13%,3,20,-0.3%
O=C(O)C(CO)N=Cc1c(O)c2ccccc2oc1=O (stereo not given),2%,13,-2,9%,0%,-2%,6,-2%,1,8,0.7%
CCOC(=O)c1ccc(NCc2ccc3c(c2)OCO3)cc1,-7%,1,1,-1%,-1%,-1%,-12,30%[activator],2,-7,0.1%
CCOc1ccc(CNc2nnnn2C)cc1OC,-8%,3,20,3%[11.5 µM],-3%,-7%,2,-22%,4,-3,-0.5%
Cc1cccc(NC(=O)Cn2nc(C(F)(F)F)cc2C2CC2)c1,3%,-6,0,-1%,-2%,-3%,9,x,3,-15,0.0%
Cc1ccc2ncccc2c1[N+](=O)[O-],0%,-1,1,0%,10%,-1%,-13,-9%,1,1,-0.8%
Cc1cnc(NC(=O)c2ccc(OCC3CCCO3)cc2)s1 (stereo not given),5%,4,u,2%,2%,16%,-2,3%,-2,14,0.2%
O=C(CN1CCN(Cc2ccccc2F)C1=O)NCc1ccco1,1%,-4,12,0%,0%,-1%,4,16%,0,7,-0.1%
O=C(c1ccco1)N1CCCN(C(=O)c2ccco2)CC1,3%,-1,8,-7%,1%,-4%,-9,12%,0,16,-0.4%
O=c1[nH]c(SCc2ccc([N+](=O)[O-])cc2)nc2[nH]ncc12,10%,0,4,7%,0%,1%,5,16%,0,x,-0.1%
C=CCNC(=O)c1ccc(N(Cc2ccccc2)S(C)(=O)=O)cc1,13%,-4,4,-2%,1%,-1%,-2,10%,11,30,-0.5%
CCOc1ccccc1NC(=O)C1=C(C)NC(=O)NC1c1cccs1 (stereo not given),-7%,u,-8,-2%,1%,-2%,i,18%,-1,5,-0.5%
O=C(O)CSc1nnc(Cn2cnc3ccccc32)n1CCc1ccccc1,-13%,-1,-26,8%,0%,8%,3,4%,5,-8,-0.1%
O=S(=O)(c1ccc(Cl)cc1)N1CCCC1c1nc2ccccc2s1 (stereo not given),-5%,x,3,-7%,4%,1%,-2,x,-1,-6,0.2%
Cc1ccc(CNC(=O)Cn2ccc(NC(=O)OCc3ccccc3)nc2=O)o1,x,-2,-9,x,0%,x,5,x,x,-10,-0.1%
Cc1ccc(NC2CCCN(C(=O)c3ccc(F)cc3)C2)cc1C (stereo not given),-7%,u,10,x,0%,-1%,-2,x,x,-8,-0.1%
CC(=O)c1ccc(N2CCN(C(=O)C3CCCN3S(=O)(=O)c3cccc4nsnc34)CC2)cc1 (stereo not given),-5%,8,-14,x,-1%,-3%,6,x,x,-3,-0.7%
Cc1cc(C)cc(OCCCCCNCCO)c1,1%,-2,19,-14%,1%,-3%,-1,-8%,0,-10,0.0%
CCCCCn1c(=N)c(S(=O)(=O)c2ccc(Cl)cc2)cc2c(=O)n3cccc(C)c3nc21,-6%,u,-4,0%,-3%,0%,4,16%,-1,-6,0.1%
COc1ccccc1-c1nnc(SCC(=O)c2ccc(C3CCCCC3)cc2)n1Cc1ccco1,0%,0,18,1%,1%,-6%,-3,x,1,-38,0.4%
CCS(=O)(=O)N1CCN(Cc2c[nH]c3ccccc23)CC1,11%,1,22,-3%,2%,9%,0,-3%,-3,-5,-0.6%

# Some of the compounds tested, so the mix of outcomes need not match the whole.
